NPY1 pot ag: human NPY-Y1 potentiation or agonism, primary screen; P25929; NPY-Y1 expressing cells, potentiator/agonist activation; activation, % at 3.6 µM; 220,000 tested, 0.37% active; in the data active means activation above about 33%, passing the limit was not always enough;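 further: cells stimulated with NPY at EC10 then isoproterenol at EC100; 0% = low agonist plus stimulus and 100% = saturating agonist plus stimulus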
S1P4 antag: human S1P4 receptor antagonism; O95977; S1P4-expressing cells, antagonist mode, reporter read-out; inhibition, % at 4.98 µM; 220,000 tested, 0.26% active; AID 1510; in the data active means inhibition above about 29%;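 further: 0% = wells stimulated with agonist and 100% = vehicle wells without agonist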
Target sequence (O95977 whole entry, looked up): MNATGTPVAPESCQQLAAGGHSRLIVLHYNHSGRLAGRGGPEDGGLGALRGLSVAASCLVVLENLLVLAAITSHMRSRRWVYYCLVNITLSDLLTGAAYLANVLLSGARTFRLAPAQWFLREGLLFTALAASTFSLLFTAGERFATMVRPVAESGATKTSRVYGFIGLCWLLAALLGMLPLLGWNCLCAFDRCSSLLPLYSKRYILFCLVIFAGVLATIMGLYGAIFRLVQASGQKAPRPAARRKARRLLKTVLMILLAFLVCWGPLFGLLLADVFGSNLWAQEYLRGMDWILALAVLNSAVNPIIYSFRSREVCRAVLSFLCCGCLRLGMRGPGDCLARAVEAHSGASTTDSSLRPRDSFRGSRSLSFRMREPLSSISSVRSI
TRPML3 ag: agonists of human TRPML3 channel. Q8TDD5. HEK293 TRPML3-YFP, Fluo-8 calcium fluorescence; 100% = the carbachol control signal. activation, % at 3 µM. 220,000 tested, 0.29% active. AID 1448;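 active means activation above its plate's cutoff, the mean activation of the plate's test wells plus 3 SD, cut at about 12% in these data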;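 further: 0% = DMSO only wells and 100% = carbachol wells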
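Material: HEK293 cells stably carrying human TRPML3-YFP; compound dosing: single dose, 3 µM final nominal compound, 0.3% DMSO final; incubation: 1-h 37 °C dye load, 5-s basal, 120-s post-compound reads; technique: Fluo-8 intracellular calcium fluorescence, excitation 470-495 nm, emission 515-575 nm; read-out basis: percent activation from peak-to-basal fluorescence ratio, scaled between DMSO and carbachol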
CHOP inh: CHOP inhibition in unfolded protein response. CHO-K1 CHOP-promoter luciferase, tunicamycin-induced, 15-18 h. inhibition, % at 10 µM. 220,000 tested, 3.8% active. AID 2732;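 active means compounds that reduced the stress-induced luciferase reporter signal by more than about 70% of percent inhibition, limit read from the data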;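 further: 0% = tunicamycin plus vehicle and 100% = wells without tunicamycin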
TRPN1 ag: activates the zebrafish TRPN1 channel; HEK293 zebrafish TRPN1-YFP, Fluo-8 calcium fluorescence; 100% = response to 87 µM carbachol; activation, % at 3 µM; 220,000 tested, 0.18% active; AID 1424;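 active means activation above its plate's cutoff, the mean activation of test wells on that plate plus 3 SD, cut at about 19% in these data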;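 further: 0% = DMSO alone and 100% = 87 µM carbachol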
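Assay system: Zebrafish TRPN1-YFP in HEK293 cells | Incubation: Dye loading 1 h at 37 °C, then 30 min room temperature | Measured by: Kinetic Fluo-8 fluorescence, ex 470-495, em 515-575 nm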
EP2 modulator: modulators of human EP2 prostaglandin E2 receptor | P43116 | induction, % at 25 µM | EP2-expressing cells, cAMP HTRF FRET, PGE2 co-stimulation | AID 940 | 260,000 tested, 0.83% active;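 active means compounds whose cAMP rise, as percent of the full-agonist control response, exceeds 60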;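 further: rat C6 glioma line stably carrying human EP2 under a CMV promoter; the protocol text gives 20 µM as final concentration; 100% = response of wells given 1 µM PGE2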
NPY Y1 blocker: blocks the human neuropeptide Y Y1 receptor | P25929 | HEK293-CNG Y1 cells, membrane potential fluorescence; NPY at EC95, then isoproterenol | inhibition, % at 3.6 µM | 200,000 tested, 1% active;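 active means inhibition above the campaign mean inhibition of all tested compounds plus 3 SD, cut at about 20% in these data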;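 further: 0% = DMSO wells given NPY plus isoproterenol and 100% = isoproterenol alone without NPY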
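Assay system: HEK293 cells with Y1 receptor plus CNG channel | Probe or stimulus: NPY (25 nM), isoproterenol (1 µM), Ro 20-1724 (25 µM) | Timing: Compound incubation 1 h at room temperature, readout 45 min post-stimulation | Measured by: Membrane-potential fluorescent dye readout | Benchmarks: High control isoproterenol alone, low control NPY with isoproterenol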
S1P4 ag: human S1P4 receptor agonism; O95977; S1P4-expressing cell line, agonist reporter assay; activation, % at 4.98 µM; 220,000 tested, 0.35% active; AID 1509; in the data active means activation above about 11%;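 further: 0% = DMSO vehicle and 100% = reference agonist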
NPY-Y2 PAM-ag: human NPY-Y2 potentiation or agonism, primary screen; cells expressing NPY-Y2, potentiator/agonist read-out; activation, % at 3.6 µM; 220,000 tested, 0.45% active; AID 1359; in the data active means activation above about 27%;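 further: cells stimulated with NPY near EC25 plus isoproterenol at EC100; 0% = vehicle plus submaximal agonist and 100% = vehicle plus saturating agonist; some results beyond the cut were filed as inactive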
Target sequence (P49146 whole entry, looked up): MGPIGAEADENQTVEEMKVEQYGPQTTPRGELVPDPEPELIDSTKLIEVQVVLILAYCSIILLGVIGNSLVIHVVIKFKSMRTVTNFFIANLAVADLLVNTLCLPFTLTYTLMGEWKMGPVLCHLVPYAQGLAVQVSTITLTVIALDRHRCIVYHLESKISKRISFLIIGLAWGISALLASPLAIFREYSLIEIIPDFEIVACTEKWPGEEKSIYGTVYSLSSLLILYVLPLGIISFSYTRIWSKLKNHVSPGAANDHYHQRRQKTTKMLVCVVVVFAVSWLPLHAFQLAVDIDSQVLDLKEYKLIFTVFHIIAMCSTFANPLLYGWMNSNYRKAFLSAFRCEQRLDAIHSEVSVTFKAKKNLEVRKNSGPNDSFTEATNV
* marks the source's active call; other numbers are inactive results; · = not tested or not shown.

no.	SMILES	NPY1 pot ag	S1P4 antag	TRPML3 ag	CHOP inh	TRPN1 ag	EP2 modulator	NPY Y1 blocker	S1P4 ag	NPY-Y2 PAM-ag
1	Cc1ccc(SCc2[nH]nc3c2C(c2ccc(C)o2)C(C#N)=C(N)O3)cc1 (stereo not given)	-46	-2	0.2	-6	0.0	-24	120*	-1.0	-20
2	O=C(NCC1CCCO1)c1ccc2c(=O)n(-c3ccccc3)c(=S)[nH]c2c1 (stereo not given)	-10	-21	0.7	-6	-0.3	5	-3	-0.9	-4
3	CCOC(=O)CSc1nc2ccccc2n1CC(=O)N1CCN(c2ccccc2)CC1	8	4	-0.8	11	0.6	5	-8	0.6	20
4	COc1ccc(/C=C2\SC(=S)N(CC(=O)OCC(=O)Nc3ccc(C)cc3Cl)C2=O)cc1	17	-7	1.6	1	1.4	17	2	2.7	-11
5	COc1ccc(Cc2nnc(N)s2)cc1	1	9	0.9	13	2.1	0	-1	-1.6	-18
6	CC1=NNC(=O)C1C(c1ccccc1)C(C#N)C#N (stereo not given)	-17	6	1.5	16	0.9	-15	0	-3.1	13
7	N#Cc1nc(N2CCCC2)nc(N2CCCC2)n1	-4	-15	2.9	7	5.2	-1	5	1.2	7
8	CC(C)(C)NC(=O)c1cc(-c2ccccc2)n[nH]1	-3	1	-0.1	20	1.5	-30	-8	-0.3	-7
9	O=C(Nc1ccccc1)N1CCN(c2nc3ccccc3s2)CC1	-21	5	1.7	7	4.0	-13	-3	0.8	-11
10	N#CC1=C(C=Nc2ccccc2O)CCC1	-4	-4	0.5	18	2.7	14	1	-0.4	-5
11	Cc1ccccc1NCC(=O)N/N=C\C=C\c1cccc([N+](=O)[O-])c1	-11	-12	0.2	27	0.3	-31	9	0.6	2
12	O=C(CN1CCCCC1)Nc1scc2c1c(=O)oc1ccccc12	-12	-2	0.9	-26	1.4	5	·	-0.4	-11
13	CCn1cc(/C=N/NC(=O)COc2cccc3cccnc23)c2ccccc21	-3	-6	0.5	9	-0.4	-29	5	1.8	-2
14	CC(=O)c1ccccc1OC(=O)CCN1C(=O)c2ccccc2C1=O	-14	3	-0.4	16	0.5	0	5	0.2	-7
15	O=C(N/N=C1/CCCc2ccccc21)C(c1ccccc1)c1ccccc1	-4	7	-0.4	57	-2.0	-3	1	0.9	1
16	CCc1ccc(N2C(=O)CN(CC(=O)OC)C2=S)cc1	0	-5	0.0	-6	-0.9	-13	7	-4.9	3
17	Cc1ccc(C(=O)NNC(=O)OC(C)(C)C)c(Cl)c1	6	9	0.5	-9	1.4	-8	11	2.9	-3
18	Cc1ccc(C(=O)NC(=S)NCc2cccnc2)cc1	-13	-5	-0.6	11	-0.1	-34	2	-1.9	-19
19	FC(F)Sc1ccc(-n2cc(-c3ccc(Cl)cc3)[n+]3c2CCC3)cc1	-12	-18	-0.1	5	0.1	13	5	1.2	-2
20	Cc1ccc(C(=O)N2Cc3ccccc3CC2C(=O)O)cc1 (stereo not given)	24	4	1.3	-22	3.7	-14	-2	1.1	-2
21	c1csc(-c2nc(CN3CCSCC3)cs2)c1	10	10	0.1	16	2.3	-25	·	-0.7	0
22	Cc1cc(C)nc(-n2nc(C)cc2Nc2ccccc2)n1	-4	-8	0.0	-37	0.6	29	-3	0.1	5
23	Cc1ccc(S(=O)(=O)CCC(=O)Nc2nccs2)cc1	8	-4	0.9	-6	1.3	0	-2	0.3	2
24	CCOc1ccc(N2C(=O)CC(Sc3n[nH]c(-c4ccccc4)n3)C2=O)cc1 (stereo not given)	14	-2	-0.8	-11	-1.7	-5	-12	0.8	-8

Two records drawn at random from the list so far, as already listed:
no.	SMILES	NPY1 pot ag	S1P4 antag	TRPML3 ag	CHOP inh	TRPN1 ag	EP2 modulator	NPY Y1 blocker	S1P4 ag	NPY-Y2 PAM-ag
15	O=C(N/N=C1/CCCc2ccccc21)C(c1ccccc1)c1ccccc1	-4	7	-0.4	57	-2.0	-3	1	0.9	1
18	Cc1ccc(C(=O)NC(=S)NCc2cccnc2)cc1	-13	-5	-0.6	11	-0.1	-34	2	-1.9	-19

Single entries from the entries so far:
TRPML3 ag result of no. 15 stands at -0.4
EP2 modulator result of no. 19 stands at 13
EP2 modulator result of no. 23 stands at 0
CHOP inh result of no. 18 stands at 11

(list continues)
no.	SMILES	NPY1 pot ag	S1P4 antag	TRPML3 ag	CHOP inh	TRPN1 ag	EP2 modulator	NPY Y1 blocker	S1P4 ag	NPY-Y2 PAM-ag
25	CCCn1c(=O)c2c(c3ccccc31)OC(C)C(=O)N2 (stereo not given)	7	-9	1.2	54	-0.7	8	-1	-0.1	18
26	O=C(c1nc2ccc(Cl)cn2c1CNCC[C@@H]1C[C@@H]2C=C[C@H]1C2)N1CCCCCCC1	3	-6	-0.5	66	0.1	37	18	2.5	-2
27	Cc1c(C(=O)NC(=S)Nc2ccc(NC(=O)c3cccs3)cc2)cccc1[N+](=O)[O-]	7	-1	1.4	·	1.9	·	-11	0.6	15
28	CCS(=O)(=O)Nc1cccc(C2=NN(S(=O)(=O)c3ccc(C)cc3)C(c3ccco3)C2)c1 (stereo not given)	-5	-10	0.2	31	1.1	-35	7	-2.1	-5
29	O=C(c1cnn2c(C(F)F)cc(C3CC3)nc12)N1CCc2ccccc2C1	11	-14	0.4	34	-2.2	17	4	0.8	-10
30	Cn1cnnc1SCCn1c(N2CCCCC2)nc2c1c(=O)[nH]c(=O)n2C	9	2	1.2	32	0.6	2	2	-1.2	12
31	O=[N+]([O-])c1ccc(COc2ccc(CNc3ccccc3)cc2)cc1	-1	-3	0.3	36	0.3	13	-1	1.4	-7
32	COc1ccc(CN2C(=O)c3oc4ccccc4c(=O)c3C2c2ccc(O)c(OC)c2)cc1 (stereo not given)	-8	14	0.9	36	0.0	-12	·	0.6	-13
33	CC1CC(c2ccccc2)n2nc(NC(=O)CCc3ccccc3)nc2N1 (stereo not given)	10	9	-0.4	40	0.3	1	-8	0.4	6
34	O=C(NCC1COc2ccccc2O1)c1ccc(Cl)cc1 (stereo not given)	-23	-7	-0.3	-15	-0.8	-42	3	1.3	-4
35	Nc1c(C(O)(C(F)(F)F)C(F)(F)F)ccc2ccccc12	7	8	1.1	43	0.5	-35	-5	-1.2	23
36	O=C(C1CCCN(S(=O)(=O)c2ccc(Cl)cc2)C1)N(Cc1cccs1)C1CC1 (stereo not given)	-27	-1	-0.5	16	-1.0	13	9	-0.8	0
37	COc1ccc(C2CC(Cn3cc(C#N)c(=O)n(C)c3=O)ON2C)cc1 (stereo not given)	-9	-5	0.9	14	1.1	-20	0	1.2	2
38	Cc1cccc(NC(=O)c2c(O)c3cccc4c3n(c2=O)CC4)c1	-7	5	0.9	·	1.6	·	2	4.0	-9
39	O=C(C(Cc1ccccc1)n1cccc1)N1CCCCCC1 (stereo not given)	7	5	-0.7	-7	-1.3	8	2	-2.2	-13
40	S=C1N[C@H]2CCCC[C@@H]2N1	7	5	1.2	-11	1.3	15	·	0.9	-14
41	O=C(c1cccnc1)N1CCN(S(=O)(=O)c2ccc3ccccc3c2)CC1	3	-3	0.0	22	-0.8	-48	1	2.3	-4
42	NC(=O)CN(c1ccc([N+](=O)[O-])cc1)S(=O)(=O)c1ccccc1	6	-2	0.8	5	-0.1	-10	-1	0.2	-8
43	Cc1sc2nc(CN3CCN(c4ccc(O)cc4)CC3)[nH]c(=O)c2c1C	-12	2	0.9	-19	-0.5	6	·	-0.3	-26
44	CCc1cccc2c(C(=O)Cn3nnc(-c4ccc(OC)c(OC)c4)n3)c[nH]c12	8	-4	1.8	72*	1.0	-34	-3	-0.7	3
45	Nc1nnc(CSCc2cccc(Br)c2)s1	-9	-17	0.0	10	-1.3	-19	6	1.5	-2
46	Cc1nn(Cc2ccccc2)c(C)c1NC(=O)CSc1nc(-c2ccccc2)nc2c1cnn2-c1ccccc1	1	-7	0.5	-10	0.5	12	-4	0.2	2
47	O=C1[C@@H]2[C@H](Cc3ccc(O)cc3)N[C@]3(C(=O)Nc4ccccc43)[C@@H]2C(=O)N1c1ccc(F)cc1	26	-12	-0.3	24	0.9	-15	-4	0.5	5
48	CCOc1ccc(CNC(=O)CCCOc2cc(=O)n(C)c3ccccc23)cc1	-9	-15	-1.0	-5	1.1	-27	10	4.8	-5

Whole records from above. Order of screens: NPY1 pot ag, S1P4 antag, TRPML3 ag, CHOP inh, TRPN1 ag, EP2 modulator, NPY Y1 blocker, S1P4 ag, NPY-Y2 PAM-ag
Shown for COc1ccc(C2CC(Cn3cc(C#N)c(=O)n(C)c3=O)ON2C)cc1 (stereo not given) → -9, -5, 0.9, 14, 1.1, -20, 0, 1.2, 2
Shown for CCc1cccc2c(C(=O)Cn3nnc(-c4ccc(OC)c(OC)c4)n3)c[nH]c12 → 8, -4, 1.8, 72*, 1.0, -34, -3, -0.7, 3
Shown for Cc1sc2nc(CN3CCN(c4ccc(O)cc4)CC3)[nH]c(=O)c2c1C → -12, 2, 0.9, -19, -0.5, 6, ·, -0.3, -26
Shown for O=C(c1cccnc1)N1CCN(S(=O)(=O)c2ccc3ccccc3c2)CC1 → 3, -3, 0.0, 22, -0.8, -48, 1, 2.3, -4
Shown for CCOc1ccc(CNC(=O)CCCOc2cc(=O)n(C)c3ccccc23)cc1 → -9, -15, -1.0, -5, 1.1, -27, 10, 4.8, -5

(continued)
no.	SMILES	NPY1 pot ag	S1P4 antag	TRPML3 ag	CHOP inh	TRPN1 ag	EP2 modulator	NPY Y1 blocker	S1P4 ag	NPY-Y2 PAM-ag
49	CN=c1sc2ccccc2n1CC(O)c1ccccc1 (stereo not given)	3	-15	0.4	16	-0.4	17	8	1.0	2
50	CCC(C(=O)OCC(=O)Nc1cc(C)ccc1OC)c1ccccc1 (stereo not given)	-15	-4	-0.2	13	-2.1	13	3	2.2	-18
51	CC(C)(C)n1nnnc1C(c1cccnc1)N1CCN(c2ccccc2F)CC1 (stereo not given)	-1	-11	-0.1	3	-0.9	25	-1	1.4	11
52	Cc1cccc(Nc2nc(N)nc(CCl)n2)c1	0	9	-0.3	-123	-0.9	-24	·	0.8	18
53	COC(=O)Cc1c(C)nc2nc(-c3cccnc3)[nH]n2c1=O	11	3	1.6	-17	0.6	5	-3	-1.6	11
54	OCC#Cc1ncc(C(F)(F)F)cc1Cl	8	-27	1.6	-5	2.5	-2	8	-0.6	12
55	O=C(O)c1ccc(S(=O)(=O)c2ccc3c(c2)C(=O)N(NC(=O)c2ccc(O)cc2)C3=O)cc1	9	-14	0.7	16	0.4	29	2	-0.1	1
56	Cc1ccc(Cl)cc1N1CCN(Cc2nnnn2Cc2ccco2)CC1	-8	-26	-0.7	72*	-0.7	-25	13	1.6	-5
57	Cn1c(/C=N/Nc2nc3ccccc3[nH]2)nc2ccccc21	1	-9	-0.7	19	-1.0	-48	1	1.0	2
58	Oc1ccc(Br)cc1/C=N/Nc1ncc(-c2ccccc2)cn1	-14	-9	1.1	55	1.1	-6	-2	1.8	2
59	O=C(CSc1nnc(-c2ccccc2)o1)Oc1ccc(Br)cc1	-3	-8	0.4	81*	-1.5	43	7	3.1	-30
